# MCF10A rereplic: inducers of DNA re-replication in MCF 10A breast cells; MCF 10A DNA re-replication, Hoechst nuclear intensity, 48 h; Potency, µM (top dose mostly 46.1 µM), for inactives: at the top dose activity, positive = re-replication, usual class: activators; hit rate 2.9% among 350,000; AID 624296; also: potency is read from the fitted curve at half-maximal effect; % of control where 0% means no effect; nearly all actives have a fitted effect of over 50% in size
# ATXN2 expr inh: ATXN2 expression inhibition; hit rate 0.72% among 360,000; HEK-293 ATXN2-luciferase reporter, luminescence, 24 h; Potency, µM (series often up to 57 µM), inactives show at the highest dose activity change, negative = inhibition, hits mostly inhibitors; also: potency is read from the fitted curve at half-maximal effect; % is scaled to controls: 0 for no effect and ±100 for the full control effect; nearly all actives have a fitted effect of over 55% in size
#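 qHTS (up to 57 uM final) was run with 24 h compound exposure of reporter cells at 37 °C. Each well was multiplexed: SteadyGlo luminescence measured ATXN2-luciferase expression after a fluorogenic Gly-Phe-AFC viability readout (25 uM final).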
# KB-3-1 cytotox: KB-3-1 parental cell cytotoxicity; Potency, µM (doses to about 46.1 µM), inactives show at the highest dose activity change, negative = cytotoxic, actives largely listed as cytotoxic; KB-3-1 viability, CellTiter-Glo ATP luminescence, 72 h; hit rate 1.4% among 400,000; also: potency is read from the fitted curve at half-maximal effect; % is scaled to controls: 0 for no effect and ±100 for the full control effect; nearly all actives have a fitted effect of over 60% in size
#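 Using CellTiter-Glo luminescence, growth of non-resistant KB-3-1 adenocarcinoma cells is assessed 72 h after pin-tool compound addition at 37 °C. Normalized responses across the concentration series yield fitted curves.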
# KB-V1 MDR tox: KB-V1 MDR subline cytotoxicity; AID 1347076; Potency, µM (titrated, usually from 46.1 µM), for the others: at the top dose activity change, negative = cytotoxicity, most hits filed as cytotoxic; KB-V1 MDR cells viability, CellTiter-Glo, 72 h; hit rate 3.4% among 400,000; also: potency is read from the fitted curve at half-maximal effect; % is scaled to controls: 0 for no effect and ±100 for the full control effect; nearly all actives have a fitted effect of over 60% in size
#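 Following 72 h at 37 degrees C with compound, KB-V1 cell viability was read by CellTiter-Glo luminescence, medium being phenol-red-free DMEM plus 10% FBS; concentration-response parameters came from normalized, curve-fitted qHTS data.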
# HT1080 IDH1KD tx: toxicity to HT-1080 IDH1 knockdown cells (counter line); HT-1080 IDH1 knockdown viability, ATP luminescence, 48 h; Potency, µM (series often up to 46.1 µM), without a hit: top-dose activity, negative = toxicity, most hits filed as cytotoxic; hit rate 2% among 360,000; AID 686971;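 also: potency is read from the fitted curve at half-maximal effect; 0% = DMSO wells and -100% = cell-free medium wells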
#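 Viability of IDH1-knockdown HT-1080 fibrosarcoma cells was assessed by CellTiter-Glo after 48 h at 37 °C with titrated compound; concentration-effect curves were classified by fit quality and response size.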
# S2 tox: cell viability loss in ATXN counter-screen; S2 cells (HEK-293 line with an ATXN2-luciferase reporter) viability, CellTiter-Fluor protease fluorescence, 24 h; Potency, µM (top dose mostly 56.7 µM), usual class: cytotoxic; hit rate 0.49% among 400,000; also: potency is read from the fitted curve at half-maximal effect; nearly all actives have a fitted effect of over 40% in size
# IL1B secr inh: blocks inflammasome-driven IL-1 beta release; THP-1 LPS/ATP IL-1B secretion, AlphaLISA, 16 h; active compounds read low; activity change, % at 57.5 µM; hit rate 4.7% among 360,000; AID 743279; in the data active = activity change below about -50%; inconclusive = mostly about -30% to -49%; also: % is scaled to controls: 0 for no effect and ±100 for the full control effect
#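 Secreted IL-1B measured by AlphaLISA bead assay after 16 h compound exposure of THP-1 cells; compounds (final up to 57.5 uM) added 1 h before LPS (250 ng/mL) and ATP (1.25 mM) stimulation; lower signal means less secretion.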
# SW480 rereplic: inducers of DNA re-replication in SW480 colon cancer cells. AID 624297. Potency, µM (top dose mostly 46.1 µM), inactives show at the top dose re-replication activation, most hits filed as activators. hit rate 1.8% among 340,000. SW480 DNA re-replication, Hoechst DNA content imaging, 48 h; also: potency is read from the fitted curve at half-maximal effect; % of control where 0% means no effect; nearly all actives have a fitted effect of over 55% in size
#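 First, 250 cells per well were seeded. Next, compound or vehicle (23 nL) was pinned in, plates sat 48 hr at 37 C. Finally Hoechst was added for 40 min before fluorescence scanning.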
# HT1080-NT tox: kills 2HG-producing HT-1080-NT fibrosarcoma cells; HT-1080-NT fibrosarcoma viability, CellTiter-Glo ATP luminescence, 48 h; Potency, µM (highest dose often 46.1 µM), without a hit: at the top dose activity, negative = less viability, usual class: cytotoxic; hit rate 1.6% among 360,000; AID 686970;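 also: NT is the 2HG producing partner of a matched IDH1 knockdown line; potency is read from the fitted curve at half-maximal effect; 0% = DMSO-treated cells and -100% = media-only wells without cells; nearly all actives have a fitted effect of over 55% in size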
#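 Viability by CellTiter-Glo luminescence after 48 h compound exposure at 37C of HT-1080-NT cells (750/well, RPMI, 5% FBS). % activity scaled between DMSO wells and medium-only wells, then curve-fitted and categorized by curve class.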
# * marks the source's active call; other numbers are inactive results; i = inactive; u = inconclusive; x = not tested or not shown; & = joins results of further samples; [ ] = dose if it differs, or a comment. Unless noted, calls follow the shape of the dose curve; as a rule, active = well fitted curve in the direction sought with a large enough effect; inconclusive = small, poorly fitted or top-dose-only effect, or another doubt; inactive = no such curve, though single readings can be large; an effect the other way counts as inactive or inconclusive.
# Each structure is followed by: MCF10A rereplic, ATXN2 expr inh, KB-3-1 cytotox, KB-V1 MDR tox, HT1080 IDH1KD tx, S2 tox, IL1B secr inh, SW480 rereplic, HT1080-NT tox
- CCOc1ccc(NC(=O)C2C3C=CC4(CN(C(C(=O)OC)C(C)C)C(=O)C24)O3)cc1 (configuration not stated)
→ 2%&-4%, -9%, -17%, 2%, -3%, i, -14, -9%&0%, -9%
- CC(C)C[C@@H](NC(=O)C1CCC(CNC(=O)[C@H](Cc2ccccc2)NC(=O)OC(C)(C)C)CC1)C(=O)O (some centres not stated)
→ -2%, 2%, 2%, -1%, 2%, i, 12, -2%, -2%
- CCOC(=O)CN(Cc1sccc1C)C(=O)Nc1cccc(OC)c1
→ 0%, 0%, -8%, -17%, -3%, i, -25, -2%, -4%
- O=C(Nc1cccc(F)c1)c1ccc(-n2cncn2)c2ccoc12
→ x, 10%, 0%, -4%, 6%, u, -29, x, 20%
- CS(=O)(=O)N(CC(=O)N1CCCC1)c1ccc2c(c1)OCCO2
→ 1%, -7%, 22%, 12%, 8%, i, -4, -9%, 6%
- CN(C)S(=O)(=O)N(CCN1CCOCC1)Cc1ccccc1F
→ -4%, 33%, -1%, 17%, 4%, i, 4, 0%, 2%
- COCCn1nnnc1C(c1cc2cc(OC)ccc2[nH]c1=O)N1CCC(Cc2ccccc2)CC1 (configuration not stated)
→ u, -25%, u, u, -2%, u, u, 19%, 0%
- O=C(Cc1cccc(C(F)(F)F)c1)NCc1ccc(Cl)cc1
→ u, -11%, 14%, 0%, -4%, i, -1, -1%, -27%
- O=C(CCN1Cc2ccccc2C1)c1ccc2c(c1)OCCO2
→ -3%, u, 10%, 4%, 11µM*, x, -90*, 13%, u
- COc1ccc(/C=C/C(=O)C2(O)CCCCC2)cc1OC
→ u, 13%, u, u, u, i, -91*, u, u
- N#Cc1ccc(S(=O)(=O)N2CCN(c3ncccn3)CC2)cc1
→ 1%, x, -2%, -3%, 0%, i, -5, -5%, 3%
- COc1ccc(NC(C#N)c2ccc(OC)cc2)cc1 (configuration not stated)
→ -110%[0.0737 µM], -4%, -3%, 24%, -29%, i, 18, -5%, -10%
- COc1ccc(C=NCCCN2CCOCC2)cc1
→ -10%, -2%, -5%, 7%, 15%, i, -5, -1%, 8%
- CCn1ncc(Cl)c1C(=O)Nc1cc(Cl)ccc1Cl
→ -6%, -6%, -18%, u, -5%, i, 0, 12%, -4%
- COC(=O)c1ccc2nc(C3CCCCC3)c(CC(C)(C)C)n2c1
→ x, u, -1%, 2%, u, x, 65, x, u
- COc1ccc(CCN2CC(C(=O)N(C)Cc3c(C)n[nH]c3C)CCC2=O)cc1 (configuration not stated)
→ 0%, 12%, -1%, 25%, 25%, i, 2, -24%, 22%
- O=S(=O)(c1ccc(N2CCN(CCO)CC2)nc1)N1CCOCC1
→ -3%, -11%, -13%, u, 0%, i, -7, 8%, -5%
- O=C(/C=C/c1ccccc1)NC(=S)NNS(=O)(=O)c1ccccc1
→ 19%, 3%, 9%, 6%, 6%, u, -16, 2%, 17%
- CCOC(=O)C1CCN(c2nc(C)cc(C)c2C#N)CC1
→ 5%, -2%, -1%, -12%, -2%, i, -7, -1%[1.84 µM], 2%
- Cc1cccc(NC(=O)CNC(=O)c2ccc(S(=O)(=O)NCc3ccco3)cc2)c1C
→ x, x, -1%, 0%, -1%, i, -22, x, -5%
- COCCCNC(=O)Cn1cnc2sc(C)c(S(=O)(=O)N3CC(C)CC(C)C3)c2c1=O (configuration not stated)
→ -1%, -9%, u, -21%, 9%, i, 12, -13%, 24%
- Cc1onc(-c2ccc3c(c2)OCO3)c1-c1ccc2[nH]ccc2c1
→ u, -23%, u, u, u, u, -57*, u, -21%
- Cc1noc(C)c1S(=O)(=O)N1CCCN(C(=O)/C=C/c2ccccc2F)CC1
→ 8%, x, -3%, -8%, 0%, i, -5, 2%, 6%
- CCCCC(=O)Oc1ccccc1C1SCc2cc(C)c(C)cc2CS1
→ 2%, 3%, -18%, -23%, -4%, i, 2, -5%[9.22 µM], -1%
- CCOc1ccc(C(=O)NCC(=O)OCc2c(C)noc2C)cc1OCC
→ 20%, -5%, 6%, u, 1%, i, 41, 26%, -1%
- CCOC(=O)Cn1nnc(-c2ccc(OCC(C)C)cc2)n1
→ -1%, 2%, 4%, -1%, 5%, i, -5, -2%, -1%
- COc1ccc(N2CCN(S(=O)(=O)c3ccc(Cl)s3)CC2)cc1
→ 6%, 9%, -2%, -1%, -14%, i, -2, -3%, -18%
- O=C(OCC(=O)c1ccc(Br)s1)c1ccc(O)cc1
→ -1%, x, 11%, 16%, 5%, i, -4, -11%, 4%
- CC(=O)Nc1ccc(NC(=O)COC(=O)c2ccc(Cl)nc2)cc1
→ 15%, 1%, -1%, -4%, -2%, i, 13, -33%[inhibitor], -1%
- C=CCNC(=O)/C(=C/c1cccc([N+](=O)[O-])c1)NC(=O)c1ccco1
→ -6%, -27%, 1%, -3%, 21%, i, 24, -3%, 12%
- Cc1ccc(S(=O)(=O)CC(=O)Nc2nc(-c3ccccc3)cs2)cc1
→ -11%, -3%, -25%, 18µM*, -24%, i, -14, 16%, -25%
- CC(=O)Nc1ccc(NC(=O)c2ccc3c(c2)N(Cc2cccc(Cl)c2)C(=O)c2ccccc2S3=O)cc1 (configuration not stated)
→ x, -21%, 11%, 14%, x, u, x, x, x
- COc1cccc(CN2CCNC(=O)C2CC(=O)NCCN2CCOCC2)c1OC (configuration not stated)
→ -1%, 13%, 0%, 5%, 11%, i, -12, -3%, 13%
- O=C1/C(=C/c2ccncc2)CCc2ccccc21
→ u, x, -4%, 15µM*, u, i, -102*, 21µM*, -9%
- Cn1c(Cc2ccccc2)nnc1SCC(=O)Nc1ccc2c(c1)OCCO2
→ -2%, 1%, 1%, 9%, 10%, i, 0, -9%, -1%
- CC(=O)c1cc(C#N)c(N2CCN(c3ccccc3)CC2)nc1C
→ -1%, 5%, u, -10%, -9%, i, -16, u, 3%
- COc1cc(/C=C/C(=O)O)cc(S(=O)(=O)Nc2ccc3nc(SC)sc3c2)c1OC
→ 0%, -1%, 8%, 0%, 4%, u, 15, -6%, 2%
- COc1ccc(OC)c(CCNC(=O)C(C)n2nc(C)c3c(C)n(-c4ccccc4)nc3c2=O)c1 (configuration not stated)
→ 0%, -14%, u, u, -13%, i, 0, 10%, -1%
- CCN(CC)S(=O)(=O)c1cc(C(=O)OCC(=O)c2ccc3c(c2)NC(=O)CO3)ccc1Cl
→ -3%, x, -6%, -1%, -5%, x, 5, -17%, -8%
- CCOc1ccccc1N(CC(=O)NC1CCCCC1)C(=O)CCCC(=O)Nc1ccccn1
→ 15%, 2%, 1%, -14%, 8%, i, 5, 10%, 5%
- CCOC(=O)Nc1cccc2ccccc12
→ -4%, 6%, 7%, -4%, 2%, i, 11, -2%, 3%
- O=C(NCCN1CCOCC1)C(=O)NCC1OCCN1S(=O)(=O)c1ccc(Cl)cc1 (configuration not stated)
→ x, x, 13%, 6%, 7%, i, 16, x, 7%
- COc1ccccc1NC(=O)COC(=O)C1CC2C=CC1C2 (configuration not stated)
→ 3%, x, -2%, 2%, 17%, i, 0, 3%, 29%
- COc1ccc(N2CCN(S(=O)(=O)c3ccc4c(c3)C(C(C)C)C(=O)N4)CC2)cc1 (configuration not stated)
→ x, -10%, 0%, u, x, i, x, x, x
- C=C(C(=O)c1ccccc1)C(C)C(=C)C(=O)c1ccccc1
→ 2.9µM*, 28µM*, u, 3.3µM*, 5.8µM*, 25µM*, -103*, 7.3µM*, 8.2µM*
- Cc1c(C(=O)N2CCC(C)CC2)sc2ncnc(N(C)c3ccccc3)c12
→ u, -4%, u, u, u, i, -5, 3%, -7%
- O=c1c(-c2n[nH]c(=S)n2-c2ccccc2)cccn1Cc1cccc(Cl)c1
→ 1%, -9%, 0%, 15%, 1%, i, 9, -5%, 13%
- COc1cc(/C=C/C(=O)O)cc(S(=O)(=O)Nc2ccc(S(=O)(=O)N3CCCCC3)cc2)c1OC
→ 22%, -9%, 20%, 0%, 16%, i, 15, u, 17%
- CCOc1ccc(Br)cc1S(=O)(=O)Nc1cccc(S(=O)(=O)N(C)c2ccccc2)c1
→ u, -7%, u, 4.1µM*, -27%, i, 10, 8%, -9%
- CC(C)=CCN1CCN(Cc2cc(C(C)C)n[nH]2)CC1CCO (configuration not stated)
→ 9%, 8%, 3%, 4%, 12%, i, -1, -11%, 0%

# Additional structures follow.
# Each structure is followed by: MCF10A rereplic, ATXN2 expr inh, KB-3-1 cytotox, KB-V1 MDR tox, HT1080 IDH1KD tx, S2 tox, IL1B secr inh, SW480 rereplic, HT1080-NT tox
- CCN(CC)C(=O)CSc1ncnc2c1nnn2-c1ccc(OC)cc1
→ 1%, 5%, -2%, 19%, 21%, i, -12, -28%, u
- CCC[N+](CC#Cc1ccccc1)(CCC)CC(=O)OC
→ -3%, -22%, 22%, u, 15%, i, 28, 0%, 12%
- O=S(=O)(NC1CCN(Cc2ccccc2)CC1)c1ccc(Cl)cc1
→ 10%, -9%, -5%, -15%, -10%, i, -5, -3%, -17%
- CCOC(=O)C1(Cc2ccccc2C(F)(F)F)CCN(Cc2ccc(COC)o2)CC1
→ u, -30%, 18µM*, u, u, i, u, 29%, u
- Cc1ccc(-c2csc(C3=C(O)CN(NC(=O)c4ccco4)C3=N)n2)cc1
→ -28%, 25%, -3%, 4%, 14%, i, -2, u, u
- O=C(Cc1ccccc1)Nc1c(Cl)ccc2nsnc12
→ 5%, -19%, 0%, -2%, 1%, i, -13, -4%, 13%
- CC1CCc2nc(/C(C#N)=C/c3ccncc3)sc2C1 (configuration not stated)
→ u, 71%[activator], -4%, u, -1%, x, -13, 7.3µM*, 6%
- CCn1c(NCc2cc(Cl)ccc2O)nc2ccccc21
→ u, -9%, -11%, -19%, u, i, -30, -7%, u
- N#C/C(=C/c1cc(Br)cs1)C(=O)NCC1CCCO1 (configuration not stated)
→ -1%, u, 14%, u, 13%, i, -26, 1%, 11%

# Outcome played no part in choosing rows; overall some 11% were active at least once.
